Wee1 degr inh: human Wee1 degradation inhibition, primary screen | reporter increase, % at 5 µM | AID 1321 | P30291 | HeLa Luc-Wee1K328M stability, luciferase luminescence; 100% = proteasome inhibitor MG132 effect | 220,000 tested, 1.2% active;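 active = activation above the mean of all tested compounds plus 3 SD, set per screening run, cut at about 8.8% in these data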;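 also: cells exposed to compound for 20 h before luminescence read; 0% = DMSO alone and 100% = MG132 at 30 µM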
hK5 inh: inhibitors of human kallikrein 5; 210,000 tested, 0.59% active; Q9Y337; inhibition, % at 5 µM; recombinant hK5, fluorogenic AMC substrate cleavage;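 active = inhibition of 40% or more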;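 also: 0% = enzyme controls without compound and 100% = no-enzyme blanks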
Target sequence (Q9Y337 67-293 limits assumed): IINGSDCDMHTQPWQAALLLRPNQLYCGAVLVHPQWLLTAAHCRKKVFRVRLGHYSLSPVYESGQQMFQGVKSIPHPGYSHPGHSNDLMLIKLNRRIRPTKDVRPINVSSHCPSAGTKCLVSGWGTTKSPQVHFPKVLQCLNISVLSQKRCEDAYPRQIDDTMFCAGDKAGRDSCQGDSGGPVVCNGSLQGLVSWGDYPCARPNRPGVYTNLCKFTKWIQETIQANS
Runt-CBFb FRET: blocks binding of human RUNX1 Runt domain to CBFb; Q01196+Q13951; Cerulean-Runt/Venus-CBFb FRET ratio 530/480, 1 h; inhibition, % at 20 µM; 220,000 tested, 0.46% active;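 active = inhibition over about 50% at 20 µM in the single-dose screen, limit read from the data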;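 also: 0% = DMSO wells and 100% = excess unlabeled CBFb competitor control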
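System: Cerulean-labeled Runt domain protein | Quantity: 100 nM of each labeled protein | Schedule: 1 h compound exposure, room temperature | Detection: Fluorescence energy transfer, 422 nm excitation, 530/480 nm emission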
14-3-3 Bad inh: disrupts binding of bovine 14-3-3 zeta to phospho-Bad peptide | P63103 | TR-FRET 14-3-3zeta/Dy647-pBad peptide displacement, 1 h | inhibition, % at 21.7 µM | 220,000 tested, 0.71% active | AID 781;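 active = inhibition above about 70%, limit read from the data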;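 also: 0% = full 14-3-3 plus peptide FRET controls and 100% = background without 14-3-3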
Target sequence (P63103 whole entry, looked up): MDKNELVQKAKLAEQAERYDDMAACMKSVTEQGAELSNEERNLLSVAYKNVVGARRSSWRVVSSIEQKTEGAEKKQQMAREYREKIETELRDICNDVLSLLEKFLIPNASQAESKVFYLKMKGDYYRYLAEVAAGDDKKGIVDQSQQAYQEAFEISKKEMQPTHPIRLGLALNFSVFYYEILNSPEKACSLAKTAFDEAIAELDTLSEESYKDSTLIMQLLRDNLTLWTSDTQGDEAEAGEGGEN
Hck Nef HTS: inhibitors of human Hck kinase activated by Nef. Recombinant Hck-YEEI plus Nef, Z-Lyte FRET kinase assay. 220,000 tested, 0.68% active. P08631. inhibition, % at 20 µM;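 active = Hck-Nef kinase inhibition above about 50%, limit read from the data; inactive = inhibition below that limit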;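 also: 0% = DMSO with Hck plus Nef and 100% = Hck alone without Nef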
Target sequence (P08631 whole entry, looked up): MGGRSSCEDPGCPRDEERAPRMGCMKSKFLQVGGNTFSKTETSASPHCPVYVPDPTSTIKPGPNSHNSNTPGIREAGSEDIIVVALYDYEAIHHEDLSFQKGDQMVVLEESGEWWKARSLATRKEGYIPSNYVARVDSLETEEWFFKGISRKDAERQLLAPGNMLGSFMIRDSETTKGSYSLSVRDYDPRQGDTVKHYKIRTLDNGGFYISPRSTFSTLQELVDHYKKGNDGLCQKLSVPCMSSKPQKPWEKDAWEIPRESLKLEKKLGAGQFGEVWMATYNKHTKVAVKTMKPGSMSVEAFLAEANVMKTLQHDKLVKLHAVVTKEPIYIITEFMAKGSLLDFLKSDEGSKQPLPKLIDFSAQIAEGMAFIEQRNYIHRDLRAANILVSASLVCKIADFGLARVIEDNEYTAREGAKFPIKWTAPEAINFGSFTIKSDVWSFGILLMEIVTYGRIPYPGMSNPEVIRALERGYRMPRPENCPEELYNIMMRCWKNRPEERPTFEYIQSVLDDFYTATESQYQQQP
Thrombin inh: inhibitors of human thrombin | P00734 | alpha-thrombin, Boc-VPR-AMC fluorogenic substrate cleavage | inhibition, % at 5 µM | 220,000 tested, 0.26% active | AID 1046;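 active = inhibition at or above 40%; inactive = inhibition below 40%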;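 also: 0% = enzyme with no compound and 100% = wells without enzyme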
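System: Human alpha-thrombin protein | Medium: pH 7.5 Tris (50 mM) with NaCl 150 mM, Tween 20 0.05% | Times: Enzyme reaction carried out at room temperature | Detection: AMC fluorescence, 355/460 nm | Evaluation: Percent inhibition scaled between no-compound controls and no-enzyme blanks | Benchmarks: Enzyme without compound as high, wells lacking enzyme as low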
Runt-SMMHC FRET: inhibitors of human RUNX1 Runt domain binding to CBFb-SMMHC; AID 1434; 220,000 tested, 0.74% active; Cerulean-Runt/Venus-CBFb-SMMHC FRET ratio 530/480, 1 h; inhibition, % at 20 µM; Q01196+Q13951;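 active = mean inhibition across duplicate retests at 20 µM reaching about 50%, limit read from the data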;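 also: 0% = DMSO wells and 100% = wells with excess untagged CBFb-SMMHC; inhibitors lower the FRET ratio by blocking Runt binding to CBFb-SMMHC; some results filed as inactive read as strong as hits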
FXIIa inh 1536: blocks human coagulation factor XIIa protease activity | P00748 | purified FXIIa, Boc-QGR-AMC fluorogenic substrate, 2 h | inhibition, % at 5 µM | 220,000 tested, 0.3% active | AID 800; in the data active = inhibition above about 40%;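 also: 0% = enzyme with no compound and 100% = blank without enzyme; many of its hits are not listed in these tables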
FXIa inh: blocks human coagulation factor XIa protease activity; AID 798; purified FXIa, Boc-Glu-Ala-Arg-AMC fluorogenic substrate; inhibition, % at 5 µM; P03951; 220,000 tested, 0.14% active;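 active = inhibition of at least 40%; inactive = inhibition below 40%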;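 also: fluorescence of freed AMC excited at 355 nm; 0% = enzyme without compound and 100% = no enzyme blank; many of its hits are not listed in these tables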
Numbers without * were called inactive; . = not tested or not shown; & = joins results of further samples; [ ] = remark or other dose.

Start of the listing, in advance, 4 compounds:
Wee1 degr inh,hK5 inh,Runt-CBFb FRET,14-3-3 Bad inh,Hck Nef HTS,Thrombin inh,Runt-SMMHC FRET,FXIIa inh 1536,FXIa inh,SMILES
-3,-5,1,-6[fluorescence artefact?],0,0,-1,11,-8,CCN1CCCC1CNC(=O)C(=O)Nc1ccc(OC)cc1 (stereo not given)
-1,-4,0,5,-5,-1,-1,-8,-3,CCC1Oc2ccccc2N(CC(=O)NCCN2C(C)CCCC2C)C1=O (stereo not given)
0,0,-11,9,-2,-5,-4,5,-1,COCCNC(=S)N1CCc2cc(OC)c(OC)cc2C1COc1cc(C)cc(C)c1 (stereo not given)
-1,-10,-1,-6[fluorescence artefact?],2,-7,4,15,2,COc1ccc(-n2c(CSc3nc(C)cc(C)n3)nnc2SCC(=O)Nc2nccs2)cc1

Results, from the start:
Wee1 degr inh,hK5 inh,Runt-CBFb FRET,14-3-3 Bad inh,Hck Nef HTS,Thrombin inh,Runt-SMMHC FRET,FXIIa inh 1536,FXIa inh,SMILES
-3,-5,1,-6[fluorescence artefact?],0,0,-1,11,-8,CCN1CCCC1CNC(=O)C(=O)Nc1ccc(OC)cc1 (stereo not given)
-1,-4,0,5,-5,-1,-1,-8,-3,CCC1Oc2ccccc2N(CC(=O)NCCN2C(C)CCCC2C)C1=O (stereo not given)
0,0,-11,9,-2,-5,-4,5,-1,COCCNC(=S)N1CCc2cc(OC)c(OC)cc2C1COc1cc(C)cc(C)c1 (stereo not given)
-1,-10,-1,-6[fluorescence artefact?],2,-7,4,15,2,COc1ccc(-n2c(CSc3nc(C)cc(C)n3)nnc2SCC(=O)Nc2nccs2)cc1
1&4,0&-12,2&1,6&-5,16&-1,-3,4&-3,7&0,1&-1,Cc1cc(=O)oc2cc(OS(C)(=O)=O)ccc12
-4,-6,-6,0,-11,0,1,10,0,COc1cc(/C=N/NC(=O)c2ccc(N(C)S(=O)(=O)c3ccccc3)cc2)cc(OC)c1OC
-1,-9,12,12,8,-4,2,5,-2,O=C(Nc1ncc2c(n1)CC(c1ccco1)CC2=O)c1ccccc1 (stereo not given)
-1,9,0,2,2,4,-3,15,6,O=[N+]([O-])c1cc(/C=N/O)ccc1Sc1ccccc1
2,-4,0,-2,6,-5,-5,-1,9,Cc1cc2oc(=O)cc(C)c2cc1NC(=O)CCl
0,-8,-3,-1,2,4,0,10,8,CCN(CC)S(=O)(=O)c1ccc(N2CCOCC2)c(NC(=O)c2cc(C)cc(C)c2)c1
0,6,-2,-9,-7,3,-3,15,13,Cn1cnnc1SCC(=O)N(Cc1ccc2c(c1)OCO2)C1(C(=O)NC2CCCCC2)CCCC1
0,4,1,4,-4,-4,3,-6,-6,CCOCCCNC(=O)C1CC(=O)N(C2CCCC2)C1 (stereo not given)
-1,4,-4,42,0,-3,-4,4,2,CCOC(=O)CSc1nnc2n(Cc3ccccc3)c(=O)c3c4c(sc3n12)CCC4
2,-19,0,8,2,-5,-1,6,5,Cn1c(Cn2nnc3ccccc32)nnc1SCC(=O)NCc1ccc2c(c1)OCO2
-1,-2,4,5,0,-7,-3,-8,8,CC(=O)Nc1nnc(-c2ccccn2)o1
-4,-1,2,-17,23,1,17,1,-5,Cc1ccc(CN2CCSc3ccc(C(=O)NCc4ccccn4)cc32)cc1
2,-2,0,0,22,.,3,8,-4,CCN(CC)S(=O)(=O)c1ccc2c(c1)nc(CCC(=O)O)n2CC
-2,0,2,-5,5,-6,0,2,-2,Cc1ccc(C)c(NC(=O)c2cc(-c3cccnc3)nc3ccccc23)c1
1,-6,81*,-4,68*,3,42,18,-2,CC(=O)Oc1cc2oc(=O)cc(C)c2cc1OC(C)=O
-1,-7,-1,-3,6,3,-1,13,2,Cc1cc(C)cc(CSCC(=O)NN=C2CCCCCC2)c1

The last 2 records of the part above lead into the next.
Wee1 degr inh,hK5 inh,Runt-CBFb FRET,14-3-3 Bad inh,Hck Nef HTS,Thrombin inh,Runt-SMMHC FRET,FXIIa inh 1536,FXIa inh,SMILES
1,-6,81*,-4,68*,3,42,18,-2,CC(=O)Oc1cc2oc(=O)cc(C)c2cc1OC(C)=O
-1,-7,-1,-3,6,3,-1,13,2,Cc1cc(C)cc(CSCC(=O)NN=C2CCCCCC2)c1
0,-12,-4,-4,3,-6,0,0,-3,COc1ccc(C(=O)O/N=C(\N)Cc2ccc(Cl)c(Cl)c2)cc1OC
1,-1,-3,-5,1,-3,-2,-8,-5,Cc1ccccc1C(OCC(O)CN1CCCCC1CCO)c1ccccc1 (stereo not given)
3,-14,0,-4[fluorescence artefact?],-1,4,-1,13,5,CC(C(=O)NCC1(c2ccccc2)CCCC1)N1CCOCC1 (stereo not given)
-3,-16,50,0,22,-1,47,5,6,c1ccc2c(c1)Nc1nccnc1S2
-2,-12,22,-12,7,-6,10,2,-6,COc1cccc(-c2nc(=S)c3c(n2Cc2ccco2)CCCC3)c1
-2,-5,1,1,21,-6,-3,4,-1,O=C(CNCc1ccccn1)N1CCc2ccccc2C1
1,36,0,1[fluorescence artefact?],-2,47*,-1,15,3,O=C(CSc1nc2[nH]ncc2c(=O)[nH]1)N1CCCCC1
1,-3,-2,-6,11,-1,2,9,-3,CCOC(=O)C1=C(C)NC(C)=C(C(=O)OCC)C1c1ccc(OC)cc1
2,-26,5,-9,7,-17,3,1,-4,Cc1cccc(-n2c(CCn3nc(C)c([N+](=O)[O-])c3C)n[nH]c2=S)c1
-2,-5,3,32[fluorescence artefact?],-5,2,6,18,12,CC(=O)C1=C(O)C(=O)N(c2nccs2)C1c1ccc(F)cc1 (stereo not given)
-1,-12,-2,4,4,-8,-2,21,3,CC1CCN(C(=O)CSc2ccc(-c3ccc(F)cc3)nn2)CC1
-4,-24,2,-5,0,-1,-2,8,-14,CC(=O)Nc1ccc(S(=O)(=O)Nc2nnc(C(C)(C)C)s2)cc1
-3,-9,-4,7,6,-5,4,28,18,COCCn1c(SCC(=O)N2CCc3ccccc3C2)nc2ccccc2c1=O
-2,-3,1,-4,8,-2,0,12,-4,CS(=O)(=O)c1ccc(Cl)c(NC(=O)Cc2c(F)cccc2Cl)c1
1,7,-2,24,-20,-2,-3,10,3,CCO[C@@H]1OC(C(=O)NCc2nc3ccccc3[nH]2)=C[C@H](c2cn(C(C)=O)c3ccccc23)[C@H]1CCCO
1,15,-1,5,3,-3,-38,12,7,CC(=O)C1=C(C)NC(SCC(=O)c2ccc(Cl)cc2Cl)=C(C#N)C1c1ccco1 (stereo not given)
2,-4,0,-6[fluorescence artefact?],1,-10,0,7,0,C/C(=N\NC(=O)CSc1nnc(C)s1)c1ccc(Cl)cc1
-2,-6,2,6,2,-5,-2,6,-5,CCOC(=O)c1cccc(NC(=O)C2CCC(CNc3c(N4CCOCC4)c(=O)c3=O)CC2)c1 (stereo not given)
2,3,-1,14,0,2,-9,0,7,CCNC(=O)COc1ccc2ccccc2c1
7,-9,-6,45,-1,3,2,21,1,O=S(=O)(c1ccc(Cl)c(C(F)(F)F)c1)N1CCN(CC(O)COCC2CCCO2)CC1 (stereo not given)
0,-7,9,-14,0,2,-4,19,0,CCOc1ccccc1N1C(=O)CC(Nc2ccc(N3CCOCC3)cc2)C1=O (stereo not given)
1,-21,-1,-6,1,0,-2,12,0,Cc1ccc(/C=C/C(=O)O)cc1S(=O)(=O)NCCO
1,-2,33,5,6,-1,6,9,0,Cc1c(Cc2ccc3c(c2)OCO3)sc(NC(=O)C2CC2)c1C(N)=O
0,-8,2,-13,23,4,-3,9,-2,COc1cc(OC)cc(C(=O)N[C@H](C(=O)OCC(=O)NC(=O)c2cccn2C)C(C)C)c1
6,2,-3,5,4,-4,-5,10,-3,O=C(Nc1ccc(-c2noc(CCc3ccccc3)n2)cc1)c1cccnc1
6,-15,-1,19[fluorescence artefact?],1,1,-3,17,0,O=C(CCCCn1c(=O)c2ccccc2n(Cc2ccc(F)cc2)c1=O)NCc1ccco1
5,2,1,-7,27,-11,-1,8,-1,CCN(C(=O)c1c(N)cnn1C)c1ccccc1
0,-27,13,-10,0,-5,9,8,3,O=C(NCCN1CCOCC1)NC1(C(F)(F)F)Oc2ccc(Cl)cc2O1 (stereo not given)
0,-4,-17,19,-1,0,-67,13,7,Cn1/c(=N/N=C/c2ccc([N+](=O)[O-])cc2)sc2ccccc21
2,3,-5,11,-1,-6,-1,7,5,Cc1noc(C)c1C1(O)CCCCCCCCCCC1
-1,4,1,-1,8,-3,-2,14,-1,CN(c1cccc(NC(=O)Nc2cccc(Cl)c2)c1)S(C)(=O)=O
0,-31,6,20,-1,-9,-2,2,-1,CCOc1cc(/C=N/NC(N)=O)cc(Br)c1OCC(=O)Nc1cccc2ccccc12
-1,6,3,-10,1,7,1,-12,0,O=C(NCN1C(=O)C2C3C=CC(C3)C2C1=O)Nc1cccnc1 (stereo not given)
-3,10,1,7[fluorescence artefact?],5,-5,-2,-8,-6,CCCn1c(C(O)c2cc(OC)ccc2OC)nc2ccccc21 (stereo not given)
4,-11,3,5,-7,-2,-4,16,2,CCCc1nnc(SCc2ccc(OCC)cc2)n1N
1,-25,1,-7,0,0,-5,-1,-7,Cc1nnc(SCCOc2ccccc2)s1
0,-2,1,16,-1,-10,0,-18,-2,COc1ccc(N2C(=O)CCC(C(=O)NCc3cccnc3)C2c2ccc(OC)c(OC)c2)cc1 (stereo not given)
0,-6,10,-4,3,-5,11,0,-2,CCOC(=O)c1sc(/N=C/c2c(O)ccc3ccccc23)cc1C
0,-3,-5,-5,3,-1,0,16,5,COC(=O)CSc1nnc(CNc2ccc(Cl)cc2)n1Cc1ccccc1
3,-10,2,-2,12,6,1,15,3,Cc1ccc(C(=O)Nc2cnc3ccccn3c2=O)cc1
.,-2,6,-3,39,0,10,5,0,CC1=CC(C/C(C)=C/COc2ccc3ccc(=O)oc3c2)OC1=O (stereo not given)
0,6,-2,-1,2,-3,-4,21,15,c1ccc(C(c2nnnn2C2CCCCC2)N2CCc3ccccc3C2)nc1 (stereo not given)
-2,-18,-1,-2,1,-4,0,10,9,Cc1noc(C)c1S(=O)(=O)N(CC(=O)N1CCCCCC1)c1ccc(C(C)C)cc1
-2,14,-2,12,19,5,0,10,7,OCCN(Cc1ccccc1)Cc1ccccc1O
2,-8,-1,6,-2,2,1,13,9,CC(C)c1ccc(NC(=O)c2cc(S(=O)(=O)NCC3COc4ccccc4O3)ccc2F)cc1 (stereo not given)
2,2,0,11,28,-4,-7,14,0,CN(C)CCCSc1nc2ccccc2s1
5,-1,19,-7,-1,23,3,-7,-10,Cc1ccc(CN(Cc2ccco2)C(=S)NCC(=O)O)cc1
3,-4,2,0,-1,2,1,6,-1,CN(C)CCCNS(=O)(=O)c1cc(Cl)c(Cl)cc1Cl
0,5,0,8,2,-1,4,14,0,CCOc1ccc(CCNC(=O)Cn2c(=O)oc3ccccc32)cc1OCC
2,-4,-3,6[fluorescence artefact?],3,2,-2,18,10,Cc1ccccc1N1CCN(C2=NC(=O)/C(=C\c3cccs3)S2)CC1
2,-27,2,-7,2,-9,0,4,-4,O=C(CCSCc1ccc(Cl)cc1)NC1CCCC1
3,12,-2,-7,-2,-4,-4,-5,-8,O=C(C(F)C(F)(F)F)N1CCN(c2ccccc2)CC1 (stereo not given)

From PubChem
